Eya2 inh: inhibitors of human Eya2 phosphatase activity; Potency, µM (highest dose often 76.9 µM), for the others: at the top dose activity, negative = inhibition, actives largely listed as inhibitors; hit rate 0.006% among 330,000; O00167; AID 488837; recombinant Eya2, OMFP fluorescence dephosphorylation (OMFP is methylfluorescein phosphate); note: potency is the fitted concentration of half-maximal effect; % is set by controls: 0 for no effect and ±100 for the full control effect
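Eya2 (0.2 uM) preincubated 10 min at ambient with compound, then OMFP substrate added at 50 uM; 10 min reaction in 50 mM HEPES pH 7.5, 50 mM NaCl, 5 uM MgCl2, 0.05% BSA, 1 mM DTT. Fluorescence read at Ex 485/Em 525 nm.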
PTAP TSG101 blk: blocks PTAP/TSG101 interaction to inhibit HIV-1 budding; AID 493005; Fluorescence polarization, FITC-PTAP peptide / Tsg101 binding; 340,000 tested, under 10 active; Potency, µM (series often up to 115 µM), for inactives: at the top dose activity change, negative = inhibition, most hits filed as inhibitors; Q99816; active = well fitted inhibition curve with a large enough effect in the main read-out, with a control signal flat, not every such curve was filed as active; inconclusive = small, poorly fitted or top-dose-only effect, or effect the other way, or a change in a side signal; inactive = no such curve, though single readings can be large or run the other way; note: potency is the fitted concentration of half-maximal effect; % of control where 0% means no effect
Target sequence (Q99816 whole entry, looked up): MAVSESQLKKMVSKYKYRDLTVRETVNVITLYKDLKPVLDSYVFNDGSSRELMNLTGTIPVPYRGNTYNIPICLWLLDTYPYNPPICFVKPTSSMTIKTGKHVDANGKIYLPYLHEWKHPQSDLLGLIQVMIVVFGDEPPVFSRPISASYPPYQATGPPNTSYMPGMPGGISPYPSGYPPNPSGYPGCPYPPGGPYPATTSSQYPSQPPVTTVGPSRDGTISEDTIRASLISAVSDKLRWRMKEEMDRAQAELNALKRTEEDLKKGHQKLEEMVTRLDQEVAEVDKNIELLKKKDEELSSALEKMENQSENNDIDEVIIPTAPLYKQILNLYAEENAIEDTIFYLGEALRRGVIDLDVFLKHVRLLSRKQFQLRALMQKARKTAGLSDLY
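FP read-out: FITC-PTAP peptide, 50 nM final, binding Tsg101 binding domain, 10 uM final; 20 min, r.t.; 10 mM HEPES pH 7.5, 0.15 M NaCl, 0.01% Tween 20, 3 mM EDTA, 0.1 mM TCEP.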
B2AR arrestin: beta2AR (human) beta-arrestin recruitment activity. beta-arrestin recruitment to beta2AR, cell-based reporter. Potency, µM (series often up to 46.1 µM), for inactives: top-dose activation, actives largely listed as activators. hit rate 0.02% among 330,000. P07550;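 note: potency is the fitted concentration of half-maximal effect; 0% = DMSO controls and full agonism = EC100 isoproterenol or metaproterenol; nearly all actives have a fitted effect of over 65% in size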
Target sequence (P07550 whole entry, looked up): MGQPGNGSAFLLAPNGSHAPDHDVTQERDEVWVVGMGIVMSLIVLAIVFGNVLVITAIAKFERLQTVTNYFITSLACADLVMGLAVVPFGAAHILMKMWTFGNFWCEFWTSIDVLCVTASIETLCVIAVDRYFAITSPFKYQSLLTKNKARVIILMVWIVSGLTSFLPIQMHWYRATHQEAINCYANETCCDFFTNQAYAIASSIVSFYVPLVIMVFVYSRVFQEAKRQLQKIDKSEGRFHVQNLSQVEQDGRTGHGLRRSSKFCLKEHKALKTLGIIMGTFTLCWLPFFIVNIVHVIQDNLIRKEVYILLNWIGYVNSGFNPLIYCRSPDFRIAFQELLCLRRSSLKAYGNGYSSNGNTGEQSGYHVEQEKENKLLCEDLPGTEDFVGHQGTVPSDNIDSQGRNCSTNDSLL
Mito fusion act: mitochondrial division inhibition or fusion activation. S. cerevisiae fusion-defective mutant growth rescue, CellTiterGlo 48 h. Potency, µM (top dose mostly 46.1 µM), for the others: at the highest dose growth rescue (activation), actives largely listed as activators. hit rate 0.23% among 320,000. AID 485298;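 note: potency is the fitted concentration of half-maximal effect; % of control where 0% means no effect; nearly all actives have a fitted effect of over 45% in size; temperature-sensitive fusion mutants such as fzo1-1 at 37 °C on non-fermentable ethanol glycerol medium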
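Temperature-sensitive fusion-defective S. cerevisiae (e.g. fzo1-1, mgm1-5) were grown with compound in YPEG medium (3% ethanol, 3% glycerol) for 48 hours at 37C. Growth rescue was measured as viability by CellTiterGlo luminescence after 10 minutes at ambient.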
uPA surface inh: blocks generation of uPA at the cell surface | cell surface uPA generation assay, qHTS | Potency, µM (doses to about 38.3 µM), inactives show top-dose activity change, negative = inhibition, hits mostly inhibitors | hit rate 0.31% among 330,000 | AID 540303; active = well fitted inhibition curve with a large enough effect; inconclusive = small, poorly fitted or top-dose-only effect; inactive = no such curve, though single readings can be large or run the other way; tested in mouse RAW 264.7 cells; note: potency is the fitted concentration of half-maximal effect; % is set by controls: 0 for no effect and ±100 for the full control effect; nearly all actives have a fitted effect of over 55% in size
TCR act: T cell receptor activation | primary human leukocytes, anti-CD3, IL-2 HTRF, 48 h | 330,000 tested, under 10 active | Potency, µM (highest dose often 9.22 µM), for the others: top-dose activation of IL-2 secretion, actives largely listed as activators | AID 504894; note: % of control where 0% means no effect
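IL-2 produced over 48 hr by a-CD3 bead-stimulated primary human leukocytes exposed to compounds was detected with a homogeneous time-resolved FRET immunoassay, 665nm acceptor signal after 320nm excitation.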
USP2a inh: USP2a (human) protease inhibition; O75604; USP2 core, Ub-CHOP2 coupled fluorogenic reporter, 485/531; Potency, µM (titrated, usually from 38.3 µM), inactives show at the top dose activity change, negative = inhibition, hits mostly inhibitors; hit rate 0.01% among 330,000; AID 463254;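 note: potency is the fitted concentration of half-maximal effect; plate controls were DMSO wells for no effect and full inhibition by NEM control for full effect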
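Cell-free coupled assay: 10nM USP2 core preincubated 30min RT with compound in Tris-HCl pH 8.0/CaCl2/CHAPS buffer, then 25nM Ub-CHOP2 and 25nM reporter substrate; fluorescence (Ex 485/Em 531) read after 60min RT, normalized to NEM inhibition, concentration-response curves fitted.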
Chronic BCR inh: inhibitors of chronic active B-cell receptor signaling; hit rate 0.05% among 340,000; ABC-DLBCL IkBa-CBG/CBR reporter, luminescence ratio, 4 h; Potency, µM (series often up to 46.1 µM), for inactives: at the highest dose ratio change, negative = lower green/red ratio, actives largely listed as inhibitors; AID 493014; active = well fitted inhibition curve with a large enough effect in the signal ratio, with a control signal flat, not every such curve was filed as active; inconclusive = small, poorly fitted or top-dose-only effect, or effect the other way, or a change in a side signal; the % refers to the signal ratio;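 note: potency is the fitted concentration of half-maximal effect; plate controls were basal doxycycline-induced cells for no effect and cells given 10 µM MG132 for full effect; MG132 reads +100%, hits lower the ratio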
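TMD8 ABC-DLBCL cells carrying doxycycline-inducible green luciferase fused to IkappaBalpha plus unfused red luciferase were exposed to compounds (up to 46 uM) for 4 hrs at 37C. Activity came from the overlap-corrected green/red luminescence ratio.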
TSHR antagonist: antagonists of human thyroid stimulating hormone receptor; TSHR-expressing cells, TSH-stimulated cAMP HTRF, 2 h; hits give low values; AID 504810; activity change, negative = inhibition, % at 11.5 µM; hit rate 0.2% among 330,000;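 active = activity change below a set negative limit, meaning inhibition stronger than a set level, cut at about -70% in these data; inconclusive = activity change between two set negative limits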; note: % is set by controls: 0 for no effect and ±100 for the full control effect
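Read-out is FRET at 665 nm (cryptate excitation 337 nm) from a cryptate-tagged anti-cAMP antibody, competed by cell cAMP against cAMP-d2. Compounds are tested on freshly harvested TSHR cells challenged with 4nM TSH (EC80) for 2 hours at 37 deg C.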
Tb PFK inh: inhibitors of T. brucei phosphofructokinase; T. brucei PFK, ADP-Glo luminescence; Potency, µM (doses to about 57.5 µM), without a hit: top-dose activity, negative = inhibition, usual class: inhibitors; hit rate 0.17% among 330,000;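 note: potency is the fitted concentration of half-maximal effect; 0% = uninhibited 1x PFK enzyme wells and -100% = no-enzyme wells; nearly all actives have a fitted effect of over 60% in size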
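Activity is normalized to no-enzyme wells (full inhibition) and 1.25 nM enzyme wells (no inhibition). Reaction: 0.5 mM F6P, 0.1 mM ATP, 45 min RT, ADP-Glo luminescence; concentration-response curves fitted and classed by quality.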
ELG1 DNA repair: ELG1-dependent DNA repair inhibition; HEK293T ELG1-luciferase reporter, luminescence, 16 h; DNA damage induced by 5-fluorouridine; Potency, µM (top dose mostly 46.1 µM), inactives show top-dose activity change, negative = inhibition, most hits filed as inhibitors; hit rate 2.3% among 330,000; note: potency is the fitted concentration of half-maximal effect; % is set by controls: 0 for no effect and ±100 for the full control effect; nearly all actives have a fitted effect of over 55% in size
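DMSO vehicle served as the neutral condition. Each well held 2,000 cells given 5-fluorouridine plus compound; after 16 hr at 37 °C/5% CO2, ONE-Glo was added and luciferase measured 30 min later.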
The depositor's hits bear a star; ? = inconclusive; · = not tested or not shown; [ ] = remark or other dose. Unless noted, calls come from the whole dose curve; as a rule, active = well fitted curve in the direction sought with a large enough effect; inconclusive = small, poorly fitted or top-dose-only effect, or another doubt; inactive = no such curve, though single readings can be large; an effect the other way counts as inactive or inconclusive.

SMILES | Eya2 inh | PTAP TSG101 blk | B2AR arrestin | Mito fusion act | uPA surface inh | TCR act | USP2a inh | Chronic BCR inh | TSHR antagonist | Tb PFK inh | ELG1 DNA repair
COc1ccc(C(CNC(=O)c2ccccc2SC)N(C)C)cc1 (configuration not stated) | 2% | -1% | -0.9% | -7% | -5% | 0% | -2% | ? | -9 | 1% | 0%
Cc1cc(N/N=C/c2ccc(O)cc2O)nc(N2CCOCC2)n1 | -26% | -5% | 0.3% | 1% | 2% | -1% | -1% | ? | -8 | 2% | ?
OCCC1CN(Cc2ccc3nsnc3c2)CCN1C1CCCCC1 (configuration not stated) | 6% | -3% | 0.0% | 0% | 1% | · | 9% | -11% | 26 | -2% | -12%
CCCOc1ccc([N+](=O)[O-])c(N)c1 | -2% | 0% | -0.8% | -1% | 1% | 6%[46.1 µM] | 2% | 3% | 1 | -1% | 18%
Cc1cc2c(N3CCCCC3C)ncnc2s1 (configuration not stated) | -28% | 0% | -0.5% | -2% | -5% | -13% | 0% | -10% | 0 | 5% | -27%
CC12c3ccccc3C(c3ccccc31)C1C(=O)N(Cc3cccnc3)C(=O)C12 (configuration not stated) | 7% | ? | -1.0% | -4% | 10% | 3% | 3% | -9% | -8 | -5% | ?
O=C(O)c1ccc2c(=O)n3c(nc2c1)/C(=C/c1ccc(F)cc1)CC3 | -10% | -2% | -1.0% | 19% | -3% | 3% | 0% | 5% | -8 | 4% | 26%
Cc1ccc(C(=O)Nc2ccc(S(=O)(=O)N3CCc4ccccc4C3)cc2)o1 | -6% | -8% | -0.1% | ? | · | -2% | 1% | -7% | 1 | -3% | ?
Cc1ccc(O)c(C2=NCCNC(C(F)(F)C(F)F)=C2)c1 | -7% | -2% | -0.1% | 0% | -1% | -4% | 2% | ? | -3 | 2% | 0%
COC(=O)c1sccc1NC(=S)NCc1ccc(Cl)cc1 | -15% | -3% | -0.3% | ? | -1% | -7% | 0% | -5% | -20 | -11% | -25%
CCc1ccc(NC(=O)C2CC(=O)N=C(N)S2)cc1 (configuration not stated) | 13% | -8% | 0.2% | -1% | -2% | 1% | 3% | 8% | 12 | 23% | 7%
COc1ccc(-n2cc(-c3ccccc3)c3c(N4CCOCC4)ncnc32)cc1 | -13% | -3% | 0.1% | 3% | 0% | 3% | 1% | 15% | -10 | 1% | ?
COc1ccc(C2C(C(=O)O)c3ccccc3C(=O)N2Cc2ccco2)cc1 (configuration not stated) | 2% | 0% | 0.4% | -3% | -1% | -1% | 3% | 6% | -3 | 2% | -2%
CC1(C)CC(=O)C2=C(C1)N(C1CCCCC1)C(=O)C2(O)C(F)(F)F (configuration not stated) | -18% | 2% | 0.3% | 1% | -7% | 0% | 5% | -1% | 11 | 0% | -2%
C=CCn1c(SCC(=O)NC(=O)NCc2ccco2)nc2sc(C)c(C)c2c1=O | 0% | -4% | 0.0% | -1% | -1% | · | 5% | ? | -3 | -1% | ?
Cc1ccc(Cl)cc1NC(=O)C1COc2ccccc2O1 (configuration not stated) | -2% | 2% | -0.5% | -2% | 4% | -3% | 2% | ? | 3 | -5% | 2%
O=C(COc1ccc(F)cc1)NNC(=O)Cn1ccc(C(F)(F)F)n1 | -3% | -4% | -0.3% | · | 3% | -2% | -8% | 1% | · | -3% | -2%
O=C(NCCC(=O)N1CCc2ccccc21)c1ccco1 | -3% | -4% | 0.6% | 0% | 0% | -3% | 1% | ? | -6 | -9% | ?
CCOC(=O)N1CCN(C(=O)CNC2CCCCCCC2)CC1 | -1% | 2% | 0.2% | -1% | -2% | -2% | 1% | 2% | 12 | -1% | 6%
CCc1ccc(C(=O)N/N=C(\C)c2ccncc2)s1 | -6% | -3% | 0.2% | -3% | -4% | 3% | 2% | ? | -11 | -4% | ?
CC(C)c1ccc(N(CC(=O)NCc2ccco2)C(=O)CCC(=O)Nc2ccccn2)cc1 | -4% | 1% | -0.1% | -9% | 2% | 1% | 1% | 7% | -6 | 0% | -15%
O=C(Nc1ccccc1)Nc1ccc(S(=O)(=O)N2CCCCC2)cc1 | 6% | -3% | -0.6% | -2% | 8% | -7% | 3% | -12% | 7 | 1% | -1%
O=C(COC(=O)c1ccc2c(c1)OCCO2)NCc1ccccc1Cl | 6% | 1% | 0.2% | · | 7% | 3%[46.1 µM] | 2% | 0% | 2 | 1% | 14%
COc1cc(NC(=O)c2ccccc2)c(OC)cc1NC(=O)Cc1ccc(C)cc1 | 11% | 2% | -0.6% | -1% | 0% | 0% | 2% | 7% | -7 | 0% | -8%
Cc1ccc(NC(=O)C2CC(=O)n3c(nc4ccccc43)N2)cc1Cl (configuration not stated) | 11% | 1% | -0.1% | -4% | -3% | 5% | 9% | 3% | -10 | 3% | 3%
O=C(Cn1cc(/C=N/O)c2ccccc21)N1CCOCC1 | -7% | -6% | -0.3% | -3% | 3% | 11% | 1% | -15% | -7 | -3% | 11%
C/C(=N\NC(=O)c1nnn(-c2nonc2N)c1-c1cccs1)c1cccnc1 | -2% | -3% | -0.3% | 1% | 2% | -14% | 3% | 5% | 4 | -2% | -3%
COc1cccc2c(C)cc(N3CCCCCC3)nc12 | -2% | 0% | -0.3% | 0% | ? | 4% | 0% | 3% | -6 | 2% | 0%
Nc1nc(SCc2ccc(Cl)cc2)[nH]c(=O)c1-c1ccccc1 | -1% | 3% | 0.5% | 0% | -9% | 2%[46.1 µM] | -1% | -18% | 6 | -8% | -6%
CN(CC(=O)Nc1cccc(F)c1)C(=O)c1cccc(-n2cccc2)c1 | -33% | 1% | -0.2% | 2% | -1% | -2% | -5% | -1% | 2 | ? | 4%
CN(C)/C=N/c1cc(=O)n(C)c(=O)n1CC1CC1 | 4% | -1% | -0.5% | -7% | 13% | -3% | 2% | -3% | 24 | -5% | 3%
CC(=O)N1N=C(c2ccc(Cl)cc2)CC1c1ccc([N+](=O)[O-])cc1 (configuration not stated) | -4% | -4% | -0.1% | -1% | 4% | 14% | 0% | -1% | -14 | -4% | -16%
N#C/C(=C(/O)CCl)c1nc2c(s1)CCc1ccccc1-2 | -12% | 1% | -0.8% | 31% | · | -6% | 1% | 6% | -17 | -14% | ?
Cc1ccc(NC(=O)CN(C)C(=O)c2cc(C)on2)cc1 | -6% | -7% | -0.3% | 0% | -2% | -6% | 0% | ? | -25 | 1% | 23%
Cc1cc(N)n2ncc(-c3ccc(F)cc3)c2n1 | -5% | -5% | -0.1% | 9% | -5% | 10% | 0% | -18% | 0 | 1% | ?
C[n+]1c2n(c3ccccc31)N=C(c1ccc(-c3ccccc3)cc1)CS2 | 1% | -3% | 0.2% | -9% | ? | -1% | -2% | ? | -7 | 1% | ?
Cc1ccc(NC(=O)c2ccc(NCc3ccc(F)cc3)nc2)cc1 | -2% | -4% | 2.9% | 2% | 3% | 7% | 2% | -4% | 6 | -16% | ?

No new results follow: an excerpt of the list.
SMILES | Eya2 inh | PTAP TSG101 blk | B2AR arrestin | Mito fusion act | uPA surface inh | TCR act | USP2a inh | Chronic BCR inh | TSHR antagonist | Tb PFK inh | ELG1 DNA repair
CC(C)c1ccc(N(CC(=O)NCc2ccco2)C(=O)CCC(=O)Nc2ccccn2)cc1 | -4% | 1% | -0.1% | -9% | 2% | 1% | 1% | 7% | -6 | 0% | -15%
O=C(Nc1ccccc1)Nc1ccc(S(=O)(=O)N2CCCCC2)cc1 | 6% | -3% | -0.6% | -2% | 8% | -7% | 3% | -12% | 7 | 1% | -1%
O=C(COC(=O)c1ccc2c(c1)OCCO2)NCc1ccccc1Cl | 6% | 1% | 0.2% | · | 7% | 3%[46.1 µM] | 2% | 0% | 2 | 1% | 14%

Source: PubChem BioAssay (National Center for Advancing Translational Sciences (NCATS))

Hits appear at their usual frequency; any-hit rate near 3%.
